Source: PubChem (The Scripps Research Institute Molecular Screening Center)
DDE Tn6 FP inh = inhibitors of Tn6 peptide binding to fibrin DD(E), primary screen, biochemical, fluorescence polarization, human fibrin, Tn6 probe | inhibition, % at 8.3 µM | 0.21% of 370,000 active | Fibrin DD(E) TRITC-Tn6 fluorescence polarization displacement | Fibrinogen beta chain (Homo sapiens), P02675;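 active means inhibition above a per-campaign cutoff: mean of compounds within control limits plus 3 SD, cut at about 15% in these data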;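 further: 0% = median of all compound wells on the plate and 100% = blocking peptide control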
Target sequence (P02675 whole entry, looked up): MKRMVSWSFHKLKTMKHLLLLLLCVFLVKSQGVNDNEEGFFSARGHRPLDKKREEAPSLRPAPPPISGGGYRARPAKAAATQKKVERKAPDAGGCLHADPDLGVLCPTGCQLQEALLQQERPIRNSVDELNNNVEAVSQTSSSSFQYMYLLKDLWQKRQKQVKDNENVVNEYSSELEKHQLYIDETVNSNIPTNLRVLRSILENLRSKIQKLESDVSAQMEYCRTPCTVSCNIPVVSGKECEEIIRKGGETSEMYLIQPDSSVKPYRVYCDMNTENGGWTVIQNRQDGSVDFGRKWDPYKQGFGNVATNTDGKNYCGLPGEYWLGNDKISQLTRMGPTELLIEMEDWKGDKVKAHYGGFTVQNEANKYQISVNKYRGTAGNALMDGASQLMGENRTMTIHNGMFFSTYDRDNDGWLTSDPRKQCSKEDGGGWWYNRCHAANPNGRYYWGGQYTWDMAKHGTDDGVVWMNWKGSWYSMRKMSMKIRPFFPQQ
ADAM17 inh = ADAM17 inhibitors, primary screen, biochemical, QFRET; Disintegrin and metalloproteinase domain-containing protein 17 (Homo sapiens), P78536; recombinant ADAM17, EDANS/DABCYL FRET peptide cleavage; inhibition, % at 6.95 µM; 0.83% of 370,000 active; AID 720648, 2013;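 active means inhibition above the mean of compounds lying between control limits plus 3 SD, set per campaign, cut at about 8.5% in these data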;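 further: 0% = DMSO-only wells as the low control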
PLC-gamma1 inh = PLC-gamma1 enzyme inhibitors, primary screen, biochemical, fluorescence, purified enzyme; 1-phosphatidylinositol 4,5-bisphosphate phosphodiesterase gamma-1 (Homo sapiens), P19174; fluorogenic substrate; inhibition, % at 12.2 µM; 0.84% of 370,000 active; in the data active means inhibition above about 9.5%
proKLK7 act = proKLK7 zymogen activators, primary screen, biochemical, fluorescence intensity; Kallikrein-7 (Homo sapiens), P49862; purified proKLK7, EDANS-DABCYL substrate fluorescence; 100% is mature enzyme control, 0% vehicle; activation, % at 7 µM; 0.9% of 370,000 active; AID 652039, 2013;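 active means activation above the mean of all tested compounds plus 3 SD, computed per campaign excluding outliers beyond control limits, cut at about 13% in these data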
Tn7 DDE FP = inhibitors of Tn7 peptide binding to fibrin DD(E), primary screen, biochemical, fluorescence polarization, human fibrin, Tn7 probe; Fibrinogen beta chain (Homo sapiens), P02675; FP displacement of FITC-Tn7 peptide from fibrin DD(E); 0% = median of compound wells per plate; inhibition, % at 8.3 µM; 0.13% of 370,000 active;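 active means inhibition above the mean of compounds falling within the control limits plus 3 SD of them, cut at about 14% in these data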;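 further: 0% = plate median of compound wells and 100% = 10 µM Aha-Tn7 peptide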
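Assay system: human fibrin DD(E) protein / Input: 2 µM fibrin DD(E) / Benchmarks: high control of 10 µM Aha-Tn7 peptide / Measured by: fluorescence polarization of the labelled Tn7 tracer / Medium: Tris buffer with calcium and detergent, pH 7.8 / Timing: 10 min compound pre-incubation, 3 h probe incubation at room temperature / Repeats: one replicate per compound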
ASAP1 inh = inhibitors of human ASAP1 ArfGAP activity, primary screen, biochemical, fluorescence polarization; inhibition, % at 16.5 µM; Arf-GAP with SH3 domain, ANK repeat and PH domain-containing protein 1 (Homo sapiens), …; ASAP1-stimulated ARF1 GTP hydrolysis, GDP FP detection; 0.19% of 360,000 active; in the data active means inhibition above about 25%;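 further: 0% = vehicle with enzyme and substrate and 100% = no enzyme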
Target sequence (Q9ULH1 325-724 limits assumed): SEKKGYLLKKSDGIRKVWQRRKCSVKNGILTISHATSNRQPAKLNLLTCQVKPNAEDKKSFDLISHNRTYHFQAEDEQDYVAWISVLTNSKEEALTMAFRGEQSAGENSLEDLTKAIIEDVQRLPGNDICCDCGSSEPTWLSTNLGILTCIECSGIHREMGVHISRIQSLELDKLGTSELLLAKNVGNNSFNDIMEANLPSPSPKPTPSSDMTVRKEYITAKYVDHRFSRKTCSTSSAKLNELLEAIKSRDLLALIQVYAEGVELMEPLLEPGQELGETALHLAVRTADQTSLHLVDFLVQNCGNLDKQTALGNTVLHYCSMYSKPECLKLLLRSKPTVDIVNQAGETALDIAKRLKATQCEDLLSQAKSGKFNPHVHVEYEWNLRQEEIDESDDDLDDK
MBD2 inh = inhibitors of MBD2 binding to methylated DNA, primary screen, biochemical, TR-FRET, DNA-binding domain, human | 0.31% of 370,000 active | inhibition, % at 4.4 µM | MBD2 binding to methylated oligonucleotide; in the data active means inhibition above about 13%
PLC-beta3 inh = human PLC-beta3 inhibitors, primary screen, biochemical, fluorescence; 1-phosphatidylinositol 4,5-bisphosphate phosphodiesterase beta-3 (Homo sapiens), Q01970; Purified PLC-beta3, fluorogenic substrate; inhibition, % at 12.2 µM; 0.18% of 370,000 active; in the data active means inhibition above about 11%;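 further: 0% = median of compound wells on plate and 100% = full blocker control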
UHRF1 binding = UHRF1 methylated DNA binding inhibitors, primary screen, counter-screen for MBD2 inhibitor project, biochemical, TR-FRET, human UHRF1, single concentration | E3 ubiquitin-protein ligase UHRF1 (Homo sapiens), Q96T88 | UHRF1 binding to methylated oligo | inhibition, % at 4.4 µM | 0.75% of 370,000 active | AID 687016, 2013; in the data active means inhibition above about 21%;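 further: UHRF1 SRA domain binding a hemimethylated CpG hairpin DNA probe; 0% = median of test compound wells and 100% = reference inhibitor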
ARFGAP1 inh = inhibitors of rat ARFGAP1 GAP activity, primary screen, biochemical, fluorescence polarization, GDP tracer; Arfgap1-stimulated ARF1 GTP hydrolysis, GDP FP detection; inhibition, % at 16.5 µM; 0.26% of 360,000 active; AID 651572, 2012;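 active means inhibition above a per-plate limit, mean inhibition of low control wells plus 3 SD, cut at about 25% in these data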;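 further: 0% = DMSO wells with enzyme and 100% = wells lacking Arfgap1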
Target sequence (Q62848 1-136 limits assumed): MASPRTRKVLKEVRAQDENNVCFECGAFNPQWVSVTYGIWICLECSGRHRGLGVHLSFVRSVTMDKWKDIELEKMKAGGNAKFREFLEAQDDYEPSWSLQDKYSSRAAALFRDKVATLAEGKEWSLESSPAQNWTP
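Assay system: purified rat His6-Arfgap1 residues 1-136 (GAP domain); Reagent: human Δ17 ARF1 bound to GTP; Dosing: 16.5 µM single point, 1.26% DMSO; Times: GTP hydrolysis reaction 2 h at 25 °C; Signal: FP, GDP Alexa 633 tracer displaced from anti-GDP antibody, 620/688 nm; Measure: % inhibition from polarization.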
Active calls of the source: *; i = inactive. Compounds were not picked by outcome; any-hit rate near 4.1%.

The first 4 records (preview)
no.	SMILES	ASAP1 inh	ARFGAP1 inh	MBD2 inh	DDE Tn6 FP inh	PLC-gamma1 inh	UHRF1 binding	ADAM17 inh	proKLK7 act	PLC-beta3 inh	Tn7 DDE FP
1	Cc1ccc(OCC(=O)N2CC(C)OC(C)C2)c([N+](=O)[O-])n1 (configuration not stated)	-1	-12	-1	5	1	-1	-1	0.1	-14	0
2	CCCC(C)NC(=O)Cc1ccccc1 (configuration not stated)	1	13	-3	2	4	0	-1	0.5	-7	1
3	CC1c2cccn2CCN1S(=O)(=O)c1ccccc1 (configuration not stated)	-11	-2	-2	-1	-9	1	-11	1.1	-19	0
4	CC1CC(C)CN(S(=O)(=O)N2CCCC(C(=O)NCCCN3CCOCC3)C2)C1 (configuration not stated)	-3	-2	-4	5	-2	-3	-5	0.4	-3	-1

Main list (from the top)
no.	SMILES	ASAP1 inh	ARFGAP1 inh	MBD2 inh	DDE Tn6 FP inh	PLC-gamma1 inh	UHRF1 binding	ADAM17 inh	proKLK7 act	PLC-beta3 inh	Tn7 DDE FP
1	Cc1ccc(OCC(=O)N2CC(C)OC(C)C2)c([N+](=O)[O-])n1 (configuration not stated)	-1	-12	-1	5	1	-1	-1	0.1	-14	0
2	CCCC(C)NC(=O)Cc1ccccc1 (configuration not stated)	1	13	-3	2	4	0	-1	0.5	-7	1
3	CC1c2cccn2CCN1S(=O)(=O)c1ccccc1 (configuration not stated)	-11	-2	-2	-1	-9	1	-11	1.1	-19	0
4	CC1CC(C)CN(S(=O)(=O)N2CCCC(C(=O)NCCCN3CCOCC3)C2)C1 (configuration not stated)	-3	-2	-4	5	-2	-3	-5	0.4	-3	-1
5	O=C(O/N=C(\c1ccccc1)c1ccncc1)c1ccccc1F	-3	11	-6	-4	2	-1	0	0.0	3	-6
6	Cc1n[nH]c(=O)c2c(NC(=O)CSc3ncccn3)oc(C)c12	3	-7	-1	3	3	-1	-3	0.4	-8	-4
7	Cc1ccc(S(=O)(=O)N2CCCCC2)cc1NC(=O)C1CC(=O)N(Cc2ccccc2)C1 (configuration not stated)	7	3	-5	0	3	-3	4	0.0	6	4
8	COc1ccc(CCn2c(-c3cc([N+](=O)[O-])cc([N+](=O)[O-])c3)nc3nc4ccccc4nc32)cc1OC	-11	2	4	0	1	1	-1	-0.2	1	-3
9	CC1(c2cccc(Br)c2)NC(=O)N(CC(=O)Nc2ccc3c(c2)OCCO3)C1=O (configuration not stated)	-9	12	-3	0	0	0	-2	-0.4	-5	3
10	COc1ccc(CN(C)Cc2nc(Cc3cccc(F)c3)no2)c2cccnc12	-5	-1	-3	-6	2	-1	-1	-0.2	0	8
11	COc1cccc(C2NC(=S)N(Cc3ccccc3)C(C)=C2C(C)=O)c1 (configuration not stated)	2	9	1	-2	2	0	-3	-0.3	-2	5
12	Cc1ccccc1C(=O)Nc1cccc(-c2cn3ccccc3n2)c1	22	6	-2	-2	-5	-3	-2	-0.1	-3	13
13	O=C(C=Cc1cccs1)c1cccs1	-13	-22	-5	-1	0	-2	-5	-1.3	0	1
14	CC1=NN(C(N)=S)C(=O)C1N=Nc1ccccc1 (configuration not stated)	-1	12	-8	-9	-2	-15	0	0.1	3	-8
15	COc1cc(C2c3cc4c(cc3OC(NNC(N)=O)C2C)OCO4)cc(OC)c1OC (configuration not stated)	-4	-14	1	-4	-5	0	-2	-1.0	-2	1

no.	SMILES	ASAP1 inh	ARFGAP1 inh	MBD2 inh	DDE Tn6 FP inh	PLC-gamma1 inh	UHRF1 binding	ADAM17 inh	proKLK7 act	PLC-beta3 inh	Tn7 DDE FP
16	Cc1ccc(-c2nc(CS(=O)(=O)CC(=O)N3CCN(C)CC3)c(C)o2)cc1	-9	-8	-1	3	4	-1	-5	-0.1	-3	-6
17	C=CCc1c(C)nc(N2CCSCC2)[nH]c1=O	-6	3	-4	-5	2	4	6	1.1	1	3
18	CC(Oc1ccc2c3c(c(=O)oc2c1)CCCC3)C(=O)NCc1ccncc1 (configuration not stated)	5	7	1	-2	-19	4	-72	-0.4	-37	-5
19	CCCn1nc(C(=O)N2CC(=O)Nc3ccccc32)c2ccccc2c1=O	-8	2	0	-5	-1	3	-5	-0.3	2	-4
20	Cc1ccc(C(=O)N[C@H](C(=O)OCc2nnc(-c3ccccc3)o2)C(C)C)cc1	1	4	-1	3	-1	-4	-3	0.2	-6	-2
21	Nc1c(Cl)cc(NC(=O)c2ccccc2C(=O)O)cc1Br	-1	-4	-3	0	7	-4	5	0.4	7	5
22	CCc1ccccc1NC(=S)NC1CC2CCC(C1)N2Cc1ccc(F)cc1 (configuration not stated)	15	-5	-6	-11	-2	-2	2	0.2	4	14*
23	O=C(O)c1cccc(Nc2nc3ccccc3nc2NS(=O)(=O)c2ccccc2)c1	-3	-12	3	8	-10	1	-1	0.3	-18	6
24	CC(C)C[C@@H]1CN=C(N)N1C[C@@H]1CCCN1C[C@H](C)N1C[C@@H](Cc2ccccc2)N(CCCC2CCCC2)C1=N	-1	8	8	3	6	-1	-4	0.3	2	-4
25	CC(C)=CCn1c2ccc(NC(=S)NC3CC3)cc2c(=O)n1C	11	4	-2	-6	-497	2	i	18*	i	-4
26	Cc1cccc(C)c1OCC(O)CN1CCN(C(=O)c2ccccc2)CC1 (configuration not stated)	-3	6	0	3	2	0	0	-0.2	8	-1
27	Clc1cccc(CN2C3=NCCCN3c3ccccc32)c1	-3	17	2	-9	0	0	-1	0.5	-5	7
28	Cn1nc(C(C)(C)C)c(NC(=O)c2cccs2)c1C(C)(C)C	-5	5	-1	10	-2	0	-3	-0.1	-4	6
29	COc1ccc(Cl)cc1C(=O)CSc1nnnn1C1CCCC1	2	1	-7	-3	-5	1	7	0.1	-19	5
30	CC(C(=O)O)N1C(=O)C2C3CC(C2C1=O)C1C(c2ccccc2)c2sc(=O)[nH]c2SC31 (configuration not stated)	-25	-2	1	-3	-24	1	-3	-0.4	-31	6

no.	SMILES	ASAP1 inh	ARFGAP1 inh	MBD2 inh	DDE Tn6 FP inh	PLC-gamma1 inh	UHRF1 binding	ADAM17 inh	proKLK7 act	PLC-beta3 inh	Tn7 DDE FP
31	Cc1cc(C(C)(C)C)oc1C(=O)O	5	8	-1	-1	1	2	-2	-0.2	-3	3
32	O=C(O)c1cn(C2CC2)c2cc(N3CCN(S(=O)(=O)c4ccc5c(c4)OCCO5)CC3)c(F)cc2c1=O	-3	9	-5	-1	-7	-1	-4	0.0	-10	1
33	O=C(C1CCCO1)N(c1ccc(F)cc1)C1C=CS(=O)(=O)C1 (configuration not stated)	10	-2	7	2	-1	3	-6	-0.1	-9	-4
34	CSc1nnc(-c2ccccc2N=Cc2c(C)[nH]n(-c3ccccc3)c2=O)c(=O)[nH]1	0	-13	-26	-1	4	-22	2	-0.1	3	5
35	O=C(CN1CSCC1=O)N1CCN(S(=O)(=O)c2cccc(F)c2)CC1	-11	-6	-4	0	1	1	-2	0.1	1	-3
36	CCC(C)(C)NC(=O)CN(C(=O)CNS(=O)(=O)c1ccc(C)cc1)c1ccc2c(c1)OCCO2	-13	4	9	-1	0	0	-2	-0.5	5	2
37	Cc1ccc(S(=O)(=O)NC(=O)COc2ccc([N+](=O)[O-])cc2)cc1	-13	-6	0	-9	-5	1	3	0.1	-3	-1
38	CCOC(=O)C1=C(CC)OC(N)=C(C#N)C1c1cc(OC)ccc1OC (configuration not stated)	-2	-2	7	-5	-19	5	-6	12	-31	8
39	COc1ccc(NC(=O)C(CC(=O)O)Cc2ccc(Cl)cc2)cc1 (configuration not stated)	3	-6	0	-1	-1	1	-2	0.2	-6	-1
40	COC(=O)C[C@H]1c2ccccc2S(=O)(=O)N1Cc1ccc(OC)cc1	-3	-11	-2	7	2	-1	-2	0.8	5	11
41	CC(C)CNC(=O)CC(=O)NN=C1CCCC1	5	-3	-1	-2	-2	1	1	0.2	-1	1
42	Nc1c(Cl)cc(Cl)cc1C(=O)OCC(=O)NC1CC1	10	-5	-3	-1	-401	-2	-479	22*	i	2
43	O=C(Nc1ccccc1)c1cccc(N2C(=O)C3C4C=CC(C5CC45)C3C2=O)c1 (configuration not stated)	6	-3	4	-1	-1	-2	-2	0.0	-8	9
44	CN(C)CCCN(C(=O)c1ccc2c(c1)OCCO2)c1nc2cc3c(cc2s1)OCO3	-2	0	-2	1	-1	2	-2	-0.2	-11	-5
45	CC(Sc1n[nH]c(=O)[nH]c1=O)C(=O)OCc1ccccc1 (configuration not stated)	-9	-7	0	3	1	0	-2	-0.3	-1	-5

no.	SMILES	ASAP1 inh	ARFGAP1 inh	MBD2 inh	DDE Tn6 FP inh	PLC-gamma1 inh	UHRF1 binding	ADAM17 inh	proKLK7 act	PLC-beta3 inh	Tn7 DDE FP
46	CCc1ccc(S(=O)(=O)NCCc2csc(-c3ccccc3)n2)s1	4	4	2	-5	-1	-4	1	-0.1	-2	-3
47	COCCN1CCC(CNCc2cn[nH]c2-c2ccc(C)c(C)c2)C1 (configuration not stated)	-2	9	4	0	1	2	-4	0.2	-11	-2
48	C/C(=N/NC(=O)c1nnn(-c2nonc2N)c1COc1ccccc1)c1ccccc1	-7	0	0	-1	-2	1	0	-0.2	-10	0
49	O=C(c1ccc2nc(Cc3cccc(Cl)c3)oc2c1)N1CCC(O)CC1	0	-1	3	4	-1	2	-4	0.5	-13	4
